Source: PubChem BioAssay
GFP derepression: qHTS Assay for Epigenetic Modulators. 0.09% of 68,000 active. mouse C127i GFP locus derepression, cytometry, 30 h. Potency, µM (top dose mostly 46.1 µM), for inactives: at the top dose GFP derepression (activation); further: % of control where 0% means no effect
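Locus derepression in mouse mammary C127i cells whose integrated CMV-GFP reporter is normally silent; GFP expression after 30 h compound treatment was quantified by counting fluorescent cells.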
HADH2 inhib: qHTS Assay for Inhibitors of HADH2 (Hydroxyacyl-Coenzyme A Dehydrogenase, Type II); Potency, µM (series often up to 57.1 µM), inactives show at the top dose activity change, negative = inhibition, most hits filed as inhibitors; recombinant HADH2, NADH fluorescence, beta-hydroxybutyryl-CoA; AID 886, 2007; 3.4% of 73,000 active; further: potency means the concentration at half of the fitted maximal effect; on the % scale 0 is the no-effect control and ±100 the full control effect; nearly all actives have a fitted effect of over 60% in size; many of its hits are not listed in these tables
Target sequence (Q99714 whole entry, looked up, one chain of several): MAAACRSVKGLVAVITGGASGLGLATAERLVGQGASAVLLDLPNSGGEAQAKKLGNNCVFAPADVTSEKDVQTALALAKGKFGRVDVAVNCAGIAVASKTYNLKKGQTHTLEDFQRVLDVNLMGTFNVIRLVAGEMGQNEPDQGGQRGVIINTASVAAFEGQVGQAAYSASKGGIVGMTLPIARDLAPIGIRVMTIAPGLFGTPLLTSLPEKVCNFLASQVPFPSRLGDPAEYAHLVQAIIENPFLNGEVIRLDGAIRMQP
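Activity measured as NADH fluorescence gain (360/450 nm), taken as the change between first and last reads of a 4-min kinetic run. Conditions: pH 9.0 Tris buffer, 20 nM E. coli-expressed His-tagged enzyme, 1 mM NAD+, 90 uM beta-hydroxybutyryl-CoA; 15-min compound preincubation.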
CRE Fsk mod: Cell signaling CRE-BLA (Fsk stim); AID 662, 2007; Potency, µM (highest dose often 38.2 µM), inactives show at the highest dose activity change, negative = inhibition, most hits filed as activators; CHO CRE-bla reporter (cAMP response element driving beta-lactamase), forskolin EC10, beta-lactamase ratio; 2.5% of 71,000 active; active means well fitted activation curve with a large enough effect in the signal ratio, with a control signal flat, not every such curve was filed as active; inconclusive means small, poorly fitted or top-dose-only effect, or effect the other way, or a change in a side signal; the % refers to the signal ratio; further: potency means the concentration at half of the fitted maximal effect; % of control where 0% means no effect
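CRE-bla CHO cells stimulated with EC10 NKH 477 (water-soluble forskolin) and compound titrations, 3 h at 37C; beta-lactamase read with CCF4 after 2 h at room temperature. Activity from 460/530 nm emission ratio, AC50 values for positive or negative modulation.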
ERK AVP inh: qHTS Assay for Inhibitors of the ERK Signaling Pathway using a Homogeneous Screening Assay | HEK293-V1b, vasopressin-stimulated pERK AlphaScreen | Potency, µM (highest dose often 57.5 µM), without a hit: top-dose activity, negative = inhibition, actives largely listed as inhibitors | 0.99% of 72,000 active; further: potency means the concentration at half of the fitted maximal effect; on the % scale 0 is the no-effect control and ±100 the full control effect; nearly all actives have a fitted effect of over 55% in size
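qHTS, compounds titrated on V1b-expressing HEK293 cells. Preincubation 30 min at 37C, vasopressin 25 nM for 5 min, lysis 10 min, bead incubation 5 hr at room temperature.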
Luciferase inh: qHTS Assay for Inhibitors of Firefly Luciferase. Luciferin 4-monooxygenase (Photinus pyralis), P08659. purified firefly luciferase, luminescence, 8 min. Potency, µM (titrated, usually from 57.1 µM), without a hit: at the top dose activity change, negative = inhibition, hits mostly inhibitors. 2.2% of 72,000 active; further: potency means the concentration at half of the fitted maximal effect; on the % scale 0 is the no-effect control and ±100 the full control effect; nearly all actives have a fitted effect of over 40% in size
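Firefly luciferase (PKLight detection mix) with 10 uM ATP in pH 7.2 imidazole buffer (KCl, MgCl2, Tween 20, BSA). Compounds tested across a concentration series (qHTS). Luminescence read after 8 min at ambient temperature.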
DNA Pol III inh: qHTS Assay for Inhibitors of DNA Polymerase III Holoenzyme System; reconstituted DNA polymerase III holoenzyme replication, biochemical; Potency, µM (series often up to 57.1 µM), for the others: at the top dose activity change, negative = inhibition; 0.25% of 71,000 active; AID 603, 2007; further: potency means the concentration at half of the fitted maximal effect; on the % scale 0 is the no-effect control and ±100 the full control effect
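Reconstituted *E. coli* holoenzyme (0.35 nM Pol III, 1 nM beta, 154 nM SSB, 2 nM primase) was preincubated with compound for 15 min at RT. Synthesis on 1.4 nM ssM13Gori ran 35 min, then was stopped with PicoGreen/EDTA and read as dsDNA fluorescence.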
Ub-GFP proteasome: Ubiquitin-GFP Assay | Potency, µM (highest dose often 45.9 µM), inactives show at the top dose activation (GFP accumulation), actives largely listed as activators | 67,000 tested, under 10 active | AID 526, 2006 | Ubiquitin-GFP reporter cells, proteasome inhibition, GFP fluorescence; response scale: untreated = 0%, 10 µM MG-132 = 100%; active means well fitted activation curve with a large enough effect, not every such curve was filed as active; inconclusive means small, poorly fitted or top-dose-only effect, or another doubt; inactive means no such curve, though single readings can be large or run the other way; further: potency means the concentration at half of the fitted maximal effect
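U2OS Ub(G76V)-GFP reporter; O/N plating, 0.5% FBS; cpd 46 uM–2.9 nM, 4 h, 37 °C; GFP+ cell count, 488/515 nm; norm. to basal vs 10 uM MG-132; CRC fit.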
HBB splice mod: qHTS Assay for Modulators of Hemoglobin Beta Chain Splicing; 0.06% of 65,000 active; HBB splicing reporter cell assay, activation; EGFP reporter with mutant IVS2-654 intron; response scale: normalised to 500 nM splice-correcting PNA; AID 925, 2007; Potency, µM (doses to about 46.1 µM), inactives show at the top dose activation, most hits filed as activators; further: potency means the concentration at half of the fitted maximal effect; 0% is about no effect
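Compounds were applied for 2 days to HeLa EGFP-654 cells, 500/well in Optimem with 2% FCS. The reporter's EGFP is disrupted by mis-splicing of beta-globin intron IVS2-654. Readout: summed well GFP fluorescence from 488 nm laser scanning; reference was 500 nM antisense […] 654 PNA.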
Hsp90 Hop PPI: qHTS Assay for Disrupters of an Hsp90 Co-Chaperone Interaction; Potency, µM (doses to about 57 µM), for the others: at the top dose activity change, negative = inhibition; 0.44% of 71,000 active; AlphaScreen TPR2A-His6 binding biotin-Hsp90 C-terminal peptide; Hsp90 C-terminal peptide / TPR2A (Hop) interaction, human; AID 595, 2007; active means well fitted curve in either direction with a large enough effect; inconclusive means small, poorly fitted or top-dose-only effect, or another doubt; further: potency means the concentration at half of the fitted maximal effect; on the % scale 0 is the no-effect control and ±100 the full control effect; many of its hits are not listed in these tables
Tau fil binding: qHTS Assay for Tau Filament Binding | Microtubule-associated protein tau (Homo sapiens), P10636 | recombinant tau filaments, thioflavin S fluorescence, 15 h; filaments grown with octadecylsulfate alongside compound | Potency, µM (top dose mostly 57.1 µM), for inactives: at the top dose activity change, negative = inhibition | 2% of 71,000 active | AID 596, 2007;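 further: potency means the concentration at half of the fitted maximal effect; on the % scale 0 is the no-effect control and ±100 the full control effect; actives lower thioflavin S fluorescence by blocking filaments or displacing dye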
Target sequence (P10636 whole entry, looked up): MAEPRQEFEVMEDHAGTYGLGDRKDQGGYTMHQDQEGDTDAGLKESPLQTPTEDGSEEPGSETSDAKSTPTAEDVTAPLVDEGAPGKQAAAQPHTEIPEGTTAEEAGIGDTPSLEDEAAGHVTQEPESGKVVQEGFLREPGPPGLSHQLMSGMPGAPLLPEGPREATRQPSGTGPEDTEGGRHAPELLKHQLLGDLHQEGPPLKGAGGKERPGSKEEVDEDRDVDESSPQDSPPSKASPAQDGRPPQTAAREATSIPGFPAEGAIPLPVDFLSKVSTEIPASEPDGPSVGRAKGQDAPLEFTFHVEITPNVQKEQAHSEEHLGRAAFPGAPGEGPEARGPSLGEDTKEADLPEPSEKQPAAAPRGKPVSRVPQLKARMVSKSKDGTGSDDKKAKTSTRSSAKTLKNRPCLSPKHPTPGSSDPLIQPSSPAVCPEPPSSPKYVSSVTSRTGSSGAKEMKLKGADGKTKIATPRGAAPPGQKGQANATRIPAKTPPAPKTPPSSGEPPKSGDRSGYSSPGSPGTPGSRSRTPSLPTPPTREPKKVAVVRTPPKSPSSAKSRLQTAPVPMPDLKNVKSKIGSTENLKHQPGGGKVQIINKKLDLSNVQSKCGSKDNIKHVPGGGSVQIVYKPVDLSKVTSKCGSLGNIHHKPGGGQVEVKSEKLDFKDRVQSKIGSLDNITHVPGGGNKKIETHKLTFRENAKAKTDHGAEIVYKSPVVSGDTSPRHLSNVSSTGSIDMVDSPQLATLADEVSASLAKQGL
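Thioflavine S fluorescence (ex 450, em 510 nm) reports filaments formed from 1 uM human tau plus 30 uM ODS over 15 h at 37 C (10 mM HEPES pH 7.4, 100 mM NaCl, 5 mM DTT); compounds displacing dye or blocking filaments lower signal.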
15-hLO inh: qHTS Assay for Inhibitors of 15-hLO (15-human lipoxygenase); Polyunsaturated fatty acid lipoxygenase ALOX15 (Homo sapiens), P16050; purified 15hLO-1, xylenol orange hydroperoxide absorbance; Potency, µM (titrated, usually from 57.1 µM), without a hit: at the top dose activity change, negative = inhibition, hits mostly inhibitors; 1.4% of 74,000 active; further: potency means the concentration at half of the fitted maximal effect; on the % scale 0 is the no-effect control and ±100 the full control effect; nearly all actives have a fitted effect of over 55% in size
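Inhibition is scored from a chromogenic endpoint. After 15 min enzyme-compound contact, arachidonic acid (50 uM final) reacts 6 min with 40 nM 15hLO-1 at room temperature, then Fe-XO reagent is added for 30 min and absorbance ratio recorded.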
Active calls of the source: *; ? = inconclusive; . = not tested or not shown; [ ] = another dose, or the depositor's remark. Unless noted, the call rests on the fitted dose curve; in most records, active means well fitted curve in the direction sought with a large enough effect; inconclusive means small, poorly fitted or top-dose-only effect, or another doubt; inactive means no such curve, though single readings can be large; an effect the other way counts as inactive or inconclusive. These rows are one share of the data, so the mix of outcomes need not match the whole.

SMILES	GFP derepression	HADH2 inhib	CRE Fsk mod	ERK AVP inh	Luciferase inh	DNA Pol III inh	Ub-GFP proteasome	HBB splice mod	Hsp90 Hop PPI	Tau fil binding	15-hLO inh
COc1ccc(CCC(=O)NC2=NCCS2)cc1OC	0.0%	9.1%	1.2%	13.8%	2.7%	-3.2%	8.0%	-3.2%	-9.9%	-3.3%	0.2%
CC(=O)C1=C(C)Nc2ncnn2C1c1ccccc1OCc1ccccc1 (centres undefined)	0.0%	-3.4%	-6.8%	-1.1%	2.9%	-1.3%	1.3%	-1.9%	-3.2%	-0.9%	3.1%
c1ccc(-n2cnnc2SCc2cn3ccsc3n2)cc1	0.0%	10.1%	?	-0.7%	2.3%	-2.3%	-1.6%	6.9%[1.84 µM]	-1.2%	9.5%	8.2%
Cc1c(N=C2Nc3cccc4cccc2c34)c(=O)n(-c2ccccc2)n1C	0.0%	-10.4%	?	3.3%	4.4%	5.1%	-2.4%	-4.5%[57.5 µM]	-5.7%	?	12.4%
CCOC(=O)c1cnn(-c2ncnc3c2cnn3Cc2ccccc2)c1N	2.5%	1.0%	-0.1%	-7.1%	2.8%	6.6%	-6.2%	-0.9%	1.1%	46.7%	6.1%
CCOc1cc(C(C#N)N2CCOCC2)ccc1OC (centres undefined)	0.0%	-0.5%	6.3%	-20.5%	1.5%	-1.9%	-1.1%	4.8%	-2.4%	-3.9%	9.4%
O=C(CSc1nnc(-c2ccco2)n1CC1CCCO1)NC1CCCC1 (centres undefined)	-1.2%	8.6%	-7.9%	0.0%	1.5%	-5.1%	3.2%	-0.7%	-0.3%	8.9%	1.5%
O/N=C/CCn1c(=S)sc2ccccc21	-2.2%	-29.4%	-7.7%	-5.0%	0.2%	-7.0%	4.2%	-1.3%[9.22 µM]	1.2%	-6.8%	-6.0%
O=C(NC1=NCCS1)c1nc(-c2ccccc2)n(-c2ccccc2)n1	1.2%	5.6%	-1.1%	-18.1%	0.0%	-4.3%	-5.7%	1.6%[57.5 µM]	2.0%	1.4%	12.9%
CCN(CC)C(=O)Cn1c(=O)n(-c2ccccc2)c(=O)n1CC(=O)N(CC)CC	5.0%	-28.7%	-0.3%	-1.9%	-3.5%	-5.6%	-2.9%	1.0%	0.5%	-1.5%	1.4%

Entries above that have an aryl methoxy group:
SMILES	GFP derepression	HADH2 inhib	CRE Fsk mod	ERK AVP inh	Luciferase inh	DNA Pol III inh	Ub-GFP proteasome	HBB splice mod	Hsp90 Hop PPI	Tau fil binding	15-hLO inh
COc1ccc(CCC(=O)NC2=NCCS2)cc1OC	0.0%	9.1%	1.2%	13.8%	2.7%	-3.2%	8.0%	-3.2%	-9.9%	-3.3%	0.2%
CCOc1cc(C(C#N)N2CCOCC2)ccc1OC (centres undefined)	0.0%	-0.5%	6.3%	-20.5%	1.5%	-1.9%	-1.1%	4.8%	-2.4%	-3.9%	9.4%

More results follow:
SMILES	GFP derepression	HADH2 inhib	CRE Fsk mod	ERK AVP inh	Luciferase inh	DNA Pol III inh	Ub-GFP proteasome	HBB splice mod	Hsp90 Hop PPI	Tau fil binding	15-hLO inh
O=S(=O)(c1cccc(-c2cn3cc(Cl)ccc3n2)c1)N1CCOCC1	-2.1%	-21.6%	?	2.5%	-15.4%	1.2%	.	0.5%[0.369 µM]	0.4%	12.3%	-3.5%
CCN(Cc1cc(Cl)cc(C)c1O)Cc1c(O)ccc2ccccc12	-3.4%[9.22 µM]	-14.8%[11.4 µM]	-8.7%[7.6 µM]	-1.3%[11.5 µM]	1.0%[11.4 µM]	-9.3%[11.4 µM]	1.1%[9.17 µM]	2.1%[9.22 µM]	-1.5%[11 µM]	3.5%[11.4 µM]	-2.8%[11.4 µM]
CCN1CCN(Cc2ccc(NC(=O)Nc3ccccc3OC)cc2)CC1	.	14.9%	-2.7%	20.4%	?	-5.6%	-2.9%	0.8%	?	1.0%	3.16µM*
CNc1ncnc2ccc(-c3cccc(NS(C)(=O)=O)c3)cc12	-2.2%[9.22 µM]	-5.7%	?	-13.4%	-1.0%[2.29 µM]	-7.9%	-0.9%	-1.6%	-3.1%	-8.5%	-6.9%
COC(=O)c1ccc(C(=O)OC)c(NC(=O)COC(=O)C23CC4CC(CC(O)(C4)C2)C3)c1	0.0%	1.9%	?	-19.7%	-0.6%	-3.1%	-7.1%	-0.2%[57.5 µM]	3.1%	-16.8%	-4.3%
O=C(Nn1cnnc1)c1cc2c(s1)CCCCC2	-5.3%	-15.6%	?	-6.1%	?	1.5%	1.4%	1.5%	3.0%	-21.8%	-0.9%
COc1cccc(C2(O)CCN(C(=O)c3cccs3)CC2)c1	-0.6%	-2.4%	0.4%	-9.2%	-2.3%	-5.5%	0.9%	-0.2%[57.5 µM]	-1.9%	-1.7%	-2.3%
O=C(O)/C=C\c1ccc(O)c(O)c1	-0.1%[9.22 µM]	0.159µM*	-11.5%	-2.5%[25.7 µM]	0.5%[11.4 µM]	-1.0%	0.8%	-0.1%[20.6 µM]	5.4%	-18.0%	-6.9%[25.6 µM]
COc1cc(NC(=O)C2CCCCC2)c(OC)cc1NC(=O)c1ccco1	3.1%	19.3%	-1.3%	2.2%	3.6%	-0.2%	4.0%	.	1.6%	-20.7%	-5.9%
Cc1cccc(Cn2c(CN3CCN(Cc4ccccc4)CC3)nc3c2c(=O)[nH]c(=O)n3C)c1	.	7.5%	0.9%	.	0.8%	4.9%	0.0%	-1.2%	-3.0%	-3.8%	-9.6%
Cc1cccc2cc(COC(=O)C3CCCCC3)c(=O)[nH]c12	-2.1%	-4.8%	-0.4%	-22.8%	1.1%	-0.3%	.	-1.2%[0.369 µM]	-1.8%	2.5%	-12.2%
Cc1ccc2c(c1)[nH]c1c(N3CCN(Cc4ccc5c(c4)OCO5)CC3)ncnc12	6.5%	10.7%	-0.6%	13.0%	-1.4%	-4.4%	-1.7%	8.4%[0.369 µM]	-6.1%	-28.2%	8.8%
COC(=O)c1ccc(Nc2cc(C)nc3ncnn23)cc1	-2.4%	-2.6%	?	22.5%	5.8%	-4.9%	2.6%	0.4%[57.5 µM]	?	-9.3%	18.4%
CCOc1ccc(OCC)c(S(=O)(=O)N2CCCCC2C)c1 (centres undefined)	-3.1%	-1.8%	-15.5%	22.6%	2.0%	-3.0%	-0.7%	-2.1%	0.5%	1.1%	2.4%
Cn1cccc1Cc1nnc(SCC(=O)N2CCOCC2)n1CCc1ccccc1	-3.4%	1.0%	-2.7%	?	1.2%	-8.8%	2.9%	-0.3%	-6.3%	9.6%	-11.9%
O=C(O)c1c(F)c(F)c(F)c(F)c1-c1ccc(Cl)cc1	5.0%	-2.7%	-7.1%	-0.4%	0.7%	1.6%	-12.5%	-2.9%	0.7%	2.3%	-1.3%
O=C(OCC(=O)N1CCCc2ccccc21)C1CCN(S(=O)(=O)c2cccs2)CC1	0.0%	3.2%	-11.4%	-14.4%	2.6%	0.2%	-2.1%	-4.9%	-1.9%	3.2%	1.8%
O=S(=O)(c1ccc(N2CC=C(c3ccccc3)CC2)nc1)N1CCCC1	-1.0%	-4.3%	?	-3.7%	4.5%	1.2%	-3.4%	-2.3%	-1.4%	20.5%	-23.9%
COc1ccc(C(=O)N2CCCN(C)CC2)cc1S(=O)(=O)N1CCCc2ccccc21	1.0%	4.3%	-6.6%	8.0%	-0.4%	0.1%	0.0%	0.2%[57.5 µM]	-1.1%	11.3%	-3.4%
Cn1c(Cn2c(=O)sc3ccccc32)nnc1SCC(=O)NCc1ccc2c(c1)OCO2	-3.4%	0.3%	1.2%	-12.0%	-7.7%	-5.8%	15.1%	0.7%	-4.0%	-6.2%	7.1%
